# FUS yeast rescue: qHTS for Suppressors of FUS Proteinopathy: Primary screen using FUS-linked yeast assay; 390,000 compounds, 0.24% hits; S. cerevisiae FUS-expressing, growth rescue, OD600, 24 h; AID 1347120, 2019; Potency, µM (titrated, usually from 76.6 µM), without a hit: at the highest dose growth rescue (activation), hits mostly activators;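 note: potency is the fitted concentration of half-maximal effect; plate controls were DMSO vehicle for no effect and reference control for full effect; nearly all actives have a fitted effect of over 55% in size; some results filed as inactive show a strong effect at the top dose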
#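 Cultures pregrown in 2.5% raffinose medium are shifted to minimal medium containing 2% galactose to express toxic FUS. Compounds are tested at several concentrations. After 24hr at 30C, growth is quantified at 600 nm absorbance.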
# PTHR1 agonist: qHTS for PTHR1 Agonists: Primary Screen | Parathyroid hormone/parathyroid hormone-related peptide receptor (Homo sapiens), Q03431 | HEK293 GP2 PTHR1 cells, GloSensor cAMP luminescence, 1 h | Potency, µM (top dose mostly 115 µM), for inactives: at the highest dose activation, hits mostly activators | 410,000 compounds, 0.075% hits | AID 743266, 2014; note: potency is the fitted concentration of half-maximal effect; nearly all actives have a fitted effect of over 55% in size; some results filed as inactive show a strong effect at the top dose; inactives centre near -15; many of its hits are not listed in these tables
# Target sequence (Q03431 whole entry, looked up): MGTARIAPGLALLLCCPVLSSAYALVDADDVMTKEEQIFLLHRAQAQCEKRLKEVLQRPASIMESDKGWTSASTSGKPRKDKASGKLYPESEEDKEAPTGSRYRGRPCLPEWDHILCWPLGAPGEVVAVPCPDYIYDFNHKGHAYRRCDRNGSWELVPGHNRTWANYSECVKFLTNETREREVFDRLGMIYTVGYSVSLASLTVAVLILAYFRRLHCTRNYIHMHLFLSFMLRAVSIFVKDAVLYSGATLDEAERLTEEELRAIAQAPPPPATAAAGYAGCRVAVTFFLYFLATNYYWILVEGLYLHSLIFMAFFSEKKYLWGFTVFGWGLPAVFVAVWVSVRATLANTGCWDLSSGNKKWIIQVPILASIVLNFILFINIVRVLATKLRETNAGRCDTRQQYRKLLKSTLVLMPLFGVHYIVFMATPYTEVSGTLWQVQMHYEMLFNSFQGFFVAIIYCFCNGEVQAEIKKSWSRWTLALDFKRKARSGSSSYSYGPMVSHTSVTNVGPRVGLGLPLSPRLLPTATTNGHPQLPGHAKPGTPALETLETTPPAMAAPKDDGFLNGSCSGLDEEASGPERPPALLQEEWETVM
#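 HEK-293-derived GP2 cells expressing PTHR1 and a GloSensor cAMP reporter, 3,000/well, plated overnight, given luciferin plus IBMX (each 0.5 mM as added) for 1 h at 37 °C, then compound for 1 h at 37 °C. Luminescence was read after 15 min at room temperature.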
# pAkt inh: HTS Assay for Inhibitors of Akt Phophorylation: Primary Screen; AID 651550, 2012; 360,000 compounds, 0.32% hits; Neuro2A IGF-stimulated pAkt S473 HTRF, 20 min; active compounds read low; activity change, % for hits at 50 µM; in the data active = activity change below about -80%; inconclusive = mostly about -51% to -80%; note: % is set by controls: 0 for no effect and ±100 for the full control effect
#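 Neuro2A cells (4,500/well, DMEM with 0.5% FBS) were treated with compound at a single 50 µM final concentration, stimulated with 6 nM IGF for 20 min at 37 °C, and lysed. Phospho-Akt Ser473 was read by HTRF as 665/615 ratio ×10^4.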
# TDP-43 yeast inh: qHTS of TDP-43 Inhibitors; AID 652104, 2013; TDP-43 expressing yeast growth rescue, BacTiter-Glo, 24 h; 410,000 compounds, 1.8% hits; Potency, µM (doses to about 46.1 µM), for inactives: at the highest dose growth rescue (activation), actives largely listed as activators; note: potency is the fitted concentration of half-maximal effect; % of control where 0% means no effect; nearly all actives have a fitted effect of over 50% in size
#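 Luminescence from BacTiter-Glo reports growth of TDP-43-expressing yeast after 24 hr at 30 deg C with compound. Cells were raffinose-pregrown to mid-log, then seeded in galactose medium at OD600=0.02.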
# Mm-Cpn inhibitor: Inhibitors of TCP-1 ring complex (TRiC) of Methanococcus maripaludis (MmCpn): qHTS; Potency, µM (doses to about 76.9 µM), without a hit: top-dose activity, negative = inhibition, actives largely listed as inhibitors; 330,000 compounds, 0.031% hits; purified Mm-Cpn ATPase, ADP Transcreener TR-FRET; note: potency is the fitted concentration of half-maximal effect; % is set by controls: 0 for no effect and ±100 for the full control effect; nearly all actives have a fitted effect of over 80% in size
#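 25 nM Mm-CPN + cpd, 10 min 37°C; + 10 uM ATP, 30 min 37°C; buffer 30 mM Tris pH 7.4, 100 mM KCl, 5 mM MgCl2, 1 mM DTT; Transcreener ADP HTRF detection 30 min RT.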
# aSyn rescue: qHTS of alpha-syn Inhibitors. Potency, µM (top dose mostly 46.1 µM), for inactives: top-dose growth rescue (activation), usual class: activators. AID 652106, 2013. Yeast expressing alpha-synuclein, growth rescue, BacTiter-Glo, 24 h. 370,000 compounds, 0.14% hits; note: potency is the fitted concentration of half-maximal effect; % of control where 0% means no effect; nearly all actives have a fitted effect of over 65% in size
#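 Galactose-induced alpha-syn yeast (OD600=0.02, raffinose-pregrown) + pinned cpd, 24 hr, 30 deg C; growth by BacTiter-Glo luminescence. Growth restoration scores as activation.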
# Abeta yeast res: qHTS for compounds that reverse cellular toxicity of Amyloid beta (A-beta) peptide in yeast: Primary Screen; yeast expressing A-beta42, growth rescue, OD600, 48 h; response scale: 0% DMSO, 100% iron-clioquinol control; Potency, µM (doses to about 46.1 µM), for the others: at the highest dose growth rescue, actives largely listed as activators; AID 1347071, 2019; 410,000 compounds, 0.063% hits; note: potency is the fitted concentration of half-maximal effect; nearly all actives have a fitted effect of over 55% in size
#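 Yeast A-beta toxicity model in growth medium with pinned compounds, 48 h at 30 C; growth read as absorbance at 600 nm. Normalized to FeCl3/clioquinol equimolar mix (positive) and DMSO (negative).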
# HEK293 tox: qHTS of GLP-1 Receptor Inverse Agonists: Cytotox Screen; HEK293 cAMP-luciferase reporter cells, luminescence, 24 h; Potency, µM (top dose mostly 38.3 µM), inactives show top-dose activity change, negative = inhibition, actives largely listed as inhibitors; 410,000 compounds, 0.13% hits;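 note: loss of luciferase light is scored as toxicity; potency is the fitted concentration of half-maximal effect; % is set by controls: 0 for no effect and ±100 for the full control effect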
#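 Seeding density was 200 cells/uL; after overnight-length (12 h) culture, 23 nL compounds went on for 24 h at 37 °C. Readout used a luciferase detection reagent, luminescence taken after 12 min at room temperature.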
# GLP-1R inv ag: qHTS of GLP-1 Receptor Inverse Agonists (Inhibition Mode). Glucagon-like peptide 1 receptor (Homo sapiens), P43220. HEK293 GLP-1R CRE-luciferase, luminescence, 24 h; GLP-1R form is constitutively active. Potency, µM (series often up to 38.3 µM), without a hit: at the highest dose activity change, negative = inhibition, hits mostly inhibitors. 410,000 compounds, 1.6% hits; note: potency is the fitted concentration of half-maximal effect; % is set by controls: 0 for no effect and ±100 for the full control effect; nearly all actives have a fitted effect of over 55% in size
# Target sequence (P43220 whole entry, looked up): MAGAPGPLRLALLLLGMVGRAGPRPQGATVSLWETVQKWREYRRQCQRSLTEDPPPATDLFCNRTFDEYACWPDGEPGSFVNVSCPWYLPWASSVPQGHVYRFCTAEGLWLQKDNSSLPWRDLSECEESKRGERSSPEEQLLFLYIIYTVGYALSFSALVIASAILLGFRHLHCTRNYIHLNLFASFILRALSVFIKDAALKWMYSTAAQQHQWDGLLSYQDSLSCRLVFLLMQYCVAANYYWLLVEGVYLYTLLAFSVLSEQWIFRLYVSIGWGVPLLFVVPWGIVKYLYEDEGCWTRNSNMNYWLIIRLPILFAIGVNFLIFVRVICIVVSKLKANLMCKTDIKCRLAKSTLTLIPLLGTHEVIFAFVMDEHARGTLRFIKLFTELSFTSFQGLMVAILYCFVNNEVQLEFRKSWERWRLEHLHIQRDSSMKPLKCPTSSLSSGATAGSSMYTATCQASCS
#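 HEK293 cells stably co-expressing a cAMP-responsive luciferase reporter and constitutively active GLP-1R were seeded, incubated 12 h, then exposed to compounds for 24 h at 37 C. Luminescence was read 12 min after detection reagent; inverse agonists lower signal.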
# * = called active by the depositor; i = inactive; u = inconclusive; x = no result given; & = joins results of further samples; [ ] = another dose, or the depositor's remark. Unless noted, calls come from the whole dose curve; as a rule, active = well fitted curve in the direction sought with a large enough effect; inconclusive = small, poorly fitted or top-dose-only effect, or another doubt; inactive = no such curve, though single readings can be large; an effect the other way counts as inactive or inconclusive. Some of the compounds tested; the hit share may differ from the screen's.
# Sample of the layout (3 entries):
SMILES,FUS yeast rescue,PTHR1 agonist,pAkt inh,TDP-43 yeast inh,Mm-Cpn inhibitor,aSyn rescue,Abeta yeast res,HEK293 tox,GLP-1R inv ag
O=C(CSc1nnc2scc(-c3ccccc3)n12)Nc1nsc(-c2ccc(Cl)cc2)n1,13.0%,i,i,1.0%,x,-0.4%,-8.5%,-0.6%,12.9%
COC(=O)c1cccc(NCN2C(=O)c3ccccc3C2=O)c1,-23.0%,i,i,7.1%,-2.6%,-10.0%,0.9%,-10.4%,16.9%
Cc1ccccc1NC(=O)NNC(=O)c1ccc2ccccc2c1O,25.0%,i,i,8.1%,-5.0%,0.3%,12.3%,-2.2%,-4.6%

# This part in full, repeating the preview:
SMILES,FUS yeast rescue,PTHR1 agonist,pAkt inh,TDP-43 yeast inh,Mm-Cpn inhibitor,aSyn rescue,Abeta yeast res,HEK293 tox,GLP-1R inv ag
O=C(CSc1nnc2scc(-c3ccccc3)n12)Nc1nsc(-c2ccc(Cl)cc2)n1,13.0%,i,i,1.0%,x,-0.4%,-8.5%,-0.6%,12.9%
COC(=O)c1cccc(NCN2C(=O)c3ccccc3C2=O)c1,-23.0%,i,i,7.1%,-2.6%,-10.0%,0.9%,-10.4%,16.9%
Cc1ccccc1NC(=O)NNC(=O)c1ccc2ccccc2c1O,25.0%,i,i,8.1%,-5.0%,0.3%,12.3%,-2.2%,-4.6%
C/C(=N\N=C1/NC(=O)C(C)S1)c1ccc([N+](=O)[O-])cc1 (configuration not stated),x,-11.0%,i,24.7%,-0.6%,-11.6%,18.4%,-24.0%,3.5%
O=C(C/C=N\OCc1ccc([N+](=O)[O-])cc1)Nc1ccc(F)cc1F,0.7%,-9.0%,i,7.2%[9.22 µM],-0.3%,0.4%,-0.9%,0.3%[7.66 µM],11.8%[7.66 µM]
Cc1ccc(OCC(=O)Nc2ccc3nc(SCC(=O)N(C)c4ccccc4)sc3c2)cc1,u,-13.1%,x,0.0%,x,x,4.5%,-18.4%,u
Cc1noc(C)c1CSCC(=O)N(CCC(C)C)c1c(N)n(Cc2ccccc2)c(=O)[nH]c1=O,x,-31.6%[inhibitor],i,-12.1%,-6.3%,2.6%,-9.6%,4.8%,1.9%
C=CCNc1nnc(SCC(=O)N2CCC(C(N)=O)CC2)s1,6.3%,i,i,-2.7%,0.2%,0.9%,3.9%,-5.7%,1.2%
CCOC(=O)C1(Nc2nccs2)Sc2ccccc2NC1=O (configuration not stated),4.4%,-14.7%,i,-0.8%,1.4%,2.2%,11.7%,u,u
CC(=O)c1cnc(-c2cccc(Cl)c2)s1,28.6%,-22.8%,i,u,-0.3%,8.4%,13.6%,-8.8%,3.5%
CC(=O)OCC1OC(OC(C)=O)C(NC(=O)c2cccnc2)C(OC(C)=O)C1OC(C)=O (configuration not stated),x,i,i,5.8%,2.8%,-2.4%,-2.8%,16.7%,77.1%[activator]
CS(=O)(=O)Nn1cnc2ccccc2c1=O,-38.0%,i,i,6.1%,-1.4%,-5.9%,5.3%[9.22 µM],71.6%[activator],9.1%
CCOC(=O)CSc1nc(N2CCOCC2)c2c(c1C#N)CC(C)(C)OC2,-17.4%,i,i,u,-0.8%,1.9%,-8.5%,1.9%,6.8%
CCOC(=O)C1=C(C)c2ccccc2OC1C(=O)OCC (configuration not stated),-11.5%,-41.0%[inhibitor],i,u,0.7%,2.8%,11.9%,1.2%,-21.3%
Cc1nnc(N2CCN(c3ccccc3)CC2)[nH]c1=O,-9.6%,i,i,-7.9%,-0.5%,-21.2%,0.0%,3.9%,10.8%
COc1ccc(S(=O)(=O)Nc2c(C)nc3nc[nH]n3c2=O)cc1,1.5%&-20.4%,2.1%,i,7.8%&16.6%,0.7%,0.6%,-4.9%&-1.7%,-11.4%&-8.2%,14.6%&5.9%
COc1ccc(-c2cncnc2-c2ccc(OC)cc2O)cc1,15.0%,-17.3%,i,16.0%,0.4%,-1.5%,-12.6%,16.4%,u
Cc1ccc(OCC(=O)N2N=C(c3ccc(Cl)cc3)CC2c2ccco2)c([N+](=O)[O-])n1 (configuration not stated),44.5%,i,i,-19.3%[9.22 µM],-3.3%,18.2%,-4.1%,-1.0%[7.66 µM],4.4%[7.66 µM]
CC(=O)N1CCN(S(=O)(=O)c2cccc(C(=O)Nc3ccc(C)cn3)c2)CC1,x,-9.8%,i,25.6%,-6.2%,1.7%,11.8%,1.3%,5.7%
CC(C)C(=O)NCCc1nc2ccccc2n1CCCOc1ccc(Cl)cc1,11.3%,-19.9%[57.5 µM],i,-6.5%,-1.6%,-0.1%,1.0%,u,u
Cc1ccc(NC(=O)c2ccc3c(c2)CCN3S(C)(=O)=O)cc1,-5.8%,-28.4%,i,23.3%,x,-3.3%,4.2%,-31.0%,-17.3%
COc1ccc(N2CCN(Cc3nc4c(c(=O)n(C)c(=O)n4C)n3Cc3ccccc3C)CC2)cc1,-8.7%,i,i,11.4%,x,-2.5%,27.6%,2.6%,-3.4%
COC(=O)NC1CSCC1OC(=O)CN1C(=O)c2ccccc2C1=O (configuration not stated),8.3%,i,i,0.7%,-1.4%,6.9%,-3.3%,-14.0%,0.0%
CCc1cccc(C)c1NC(=S)N(CCN(C)C)Cc1cccs1,8.0%,-16.7%,i,-8.2%,0.4%,-3.9%,-9.0%,8.2%,u
COc1cc(C(=O)N2CCN(C)CC2)cc(OC)c1OC,7.8%,-43.4%[inhibitor],i,7.8%,1.4%,0.2%,-4.3%,-15.4%,0.4%

# The results go on:
SMILES,FUS yeast rescue,PTHR1 agonist,pAkt inh,TDP-43 yeast inh,Mm-Cpn inhibitor,aSyn rescue,Abeta yeast res,HEK293 tox,GLP-1R inv ag
O=S(=O)(CCc1nc2ccccc2o1)c1ccc(Cl)c(Cl)c1,-32.2%,i,i,4.1%,-5.3%,-5.4%,1.8%,-14.7%,2.8%
Cc1cc(C)nc(-n2nc(C)c(Br)c2Nc2ccc(Br)cc2)n1,18.9%,-0.1%,i,20.9%,-0.4%,-0.2%,20.7%,5.62µM*,u
COc1ccc(NC(=O)CS(=O)CC(=O)Nc2ccc(-n3cnnn3)c(C)c2)cc1 (configuration not stated),8.4%,i,i,-3.0%,1.5%,-0.7%,-0.6%,-14.6%,7.7%
N#C/C(=C\C1=C(N2CCOCC2)C(=C\c2ccc(Cl)cc2)/CC1)C(=O)Nc1ccccc1F,5.4%,-3.0%,i,4.8%,-0.8%,-7.3%,-1.8%,-7.2%,27.2%
CCc1nc2c(OCc3ccc(OC(F)F)cc3)cccn2c1N(C)C(=O)c1cccs1,30.6%,i,i,0.0%,x,1.9%,13.0%,-10.8%,u
Cc1ccc2c(c1)c(=O)c(C(=O)c1ccccc1)cn2Cc1ccccc1F,17.3%,-34.7%[inhibitor],x,u,x,x,-22.4%,8.5%,2.8%
O=C(c1cccc(OC(F)F)c1)N1CCN(c2ncccn2)CC1,-25.4%,-22.6%[57.5 µM],i,19.4%,-0.1%,-3.3%,19.3%,-1.1%,41.3%[activator]
COc1cccc(CN2CCNC(=O)C2CC(=O)N(C)C2CCOCC2)c1 (configuration not stated),-2.0%,-24.8%,i,-1.2%,1.3%,2.0%,15.7%,1.3%,2.0%
c1ccc(-c2nnc3n2-c2ccccc2SC3)cc1,-8.0%,i,i,-0.7%,0.7%,-2.8%,-6.6%,u,11.6%
O=C(Nc1nc2cc3c(cc2s1)OCO3)c1ccco1,11.2%,-26.4%,i,-16.4%,0.5%,-7.8%,-34.5%,-18.0%,u
CC1=C(C(=O)OCc2ccccc2)C(c2ccc(Cl)cc2)NC(=O)N1CCCC(=O)O (configuration not stated),-16.3%,-14.2%,i,-5.8%,3.2%,7.8%,-8.6%,12.6%,8.2%
CCOc1ccc(-c2nc(CSCC(=O)NC3CCN(Cc4ccccc4)CC3)c(C)o2)cc1,1.4%,-31.1%[inhibitor],i,-1.4%,x,-3.0%,-5.0%,5.7%,8.91µM*
Cc1ccc(S(=O)(=O)N2CC3CCC2C3)cc1 (configuration not stated),4.7%,u,i,-9.0%,1.5%,-2.7%,-7.4%,-2.1%,u
COc1ccccc1C1CC(c2cccs2)=NN1C(=O)CCC(=O)O (configuration not stated),17.3%,i,i,-5.0%[1.82 µM],0.6%,6.2%,-1.4%,3.9%,17.4%
CC(c1nc2ccccc2c(=O)[nH]1)N1CCN(S(=O)(=O)c2ccc(F)c(Cl)c2)CC1 (configuration not stated),-3.2%,-14.4%,i,8.8%,x,7.1%,8.7%,-28.6%,u
CCOC(=O)c1ccccc1NC(=O)Cn1c(=O)n(-c2ccc(CC)cc2)c(=O)c2c(C)c(C(=O)N(C)C)sc21,10.4%,-10.9%,x,10.6%,x,x,-12.3%,1.3%,0.4%
C=CCn1c(SCC(=O)NC2CCCCC2)nnc1-c1cccnc1,x,-15.9%,i,1.9%,-4.4%,-3.5%,-6.2%,14.5%,4.4%
